# Compound activity: PubChem, Broad Institute
# Casp6 inh: caspase-6 (human) enzyme inhibition. P55212. purified caspase-6, Z-VEID-R110 cleavage fluorescence. inhibition, % at 12.5 µM. hit rate 0.53% among 350,000;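 active = mean inhibition across replicates at least about 35%, with every replicate also reaching that limit, limit read from the data; inconclusive = only one of the two criteria met; inactive = neither criterion met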;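 note: 0% = median of neutral control wells and 100% = no fluorescence left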
# Target sequence (P55212 24-179 limits assumed): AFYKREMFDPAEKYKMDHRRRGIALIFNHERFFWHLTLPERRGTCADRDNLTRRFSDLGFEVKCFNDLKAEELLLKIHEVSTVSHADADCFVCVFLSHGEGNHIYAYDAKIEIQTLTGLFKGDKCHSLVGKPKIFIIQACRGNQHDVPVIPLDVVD
# Target sequence (P55212 194-293 limits assumed): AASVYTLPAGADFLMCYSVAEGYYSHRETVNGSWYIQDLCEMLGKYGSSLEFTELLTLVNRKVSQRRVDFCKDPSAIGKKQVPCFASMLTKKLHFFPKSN
# S100A4 MyoIIA: blocks human S100A4 binding to myosin IIA peptide; S100A4/TAMRA-MyoIIA peptide fluorescence polarization; inhibition, % at 10.7 µM; hit rate 0.14% among 360,000; AID 652163;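 active = mean inhibition of at least 70% across replicates, with every replicate also reaching that level; inconclusive = mean inhibition reaches 70% but some replicates fall short; inactive = mean inhibition below 70%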
# Target sequence (P26447 whole entry, looked up): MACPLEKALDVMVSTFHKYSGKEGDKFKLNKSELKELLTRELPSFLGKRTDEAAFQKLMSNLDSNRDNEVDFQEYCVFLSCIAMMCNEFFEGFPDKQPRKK
#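 Material: S100A4 monomer protein / Buffer or medium: 50 mM HEPES pH 7.2, 10 mM CaCl2, 100 mM KCl / Times: 5 min incubation before reading / Benchmarks: neutral control DMSO, positive control TFP / Reagent: labelled myosin peptide probe, 5 nM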
# LGR2 inh: blocks bursicon-induced cAMP signaling via Drosophila LGR2 | HEK293 LGR2, CRE-luciferase, bursicon-stimulated, 4 h | inhibition, % at 9.99 µM | hit rate 0.35% among 380,000 | AID 720647;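 active = drop in luminescence signal, shown as inhibition above about 50% in the replicate tests, limit read from the data, passing the limit was not always enough; inconclusive = probably only some replicates passing the limit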;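 note: agonist challenge used bursicon conditioned medium at about half maximal strength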
# FN deposit inh: fibronectin deposition inhibition; AH1F fibroblasts, Alexa488-fibronectin deposition fluorescence, overnight; inhibition, % at 12.6 µM; hit rate 0.086% among 350,000; AID 743247;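 active = mean inhibition across replicates of 30% or more, regardless of how many single replicates reach that level; inconclusive = mean under 30% yet at least half of replicates reach 30%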;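 note: positive control wells lacked labelled fibronectin entirely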
#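 Material: AH1F fibroblast monolayer depositing Alexa488-labelled fibronectin into matrix | Input: 10000 AH1F cells/well | Medium: DMEM plus 2% serum, read in PBS | Reagent: Alexa488-fibronectin, 24 nM final in well | Compound dosing: One dose per compound, pinned | Schedule: 1 h adhesion, overnight exposure | Measured by: Fluorescence at 485 nm excitation, 525 nm emission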
# C2C12 statin: suppressors of simvastatin-induced myotoxicity in C2C12 myotubes; hit rate 0.78% among 330,000; ATP luminescence, 48 h; scaled: DMSO 0, geranylgeraniol control 100; rescue of ATP level, % at 7.49 µM;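 active = mean ATP rescue above about 67%, or every replicate alone reaching that limit, limit read from the data, passing the limit was not always enough; inconclusive = no clear call, values can overlap the other calls; inactive = mean under the limit and some replicate under it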;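 note: myotubes were challenged with 10 µM simvastatin during compound exposure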
# esBAF inh: blocks esBAF chromatin remodeling in mouse ES cells; Bmi1-luciferase knock-in reporter, 24 h; 100% = twice the neutral-well signal; reporter increase, % at 12.5 µM; hit rate 2% among 350,000; in the data active = activation above about 40%; inconclusive = no clear call, values can overlap the other calls;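 note: 0% = median of the plate's neutral control wells and 100% = double that signal; a rise in the Bmi1 reporter signal indicates esBAF inhibition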
# SIRT5 inh: blocks human SIRT5 desuccinylation of peptide. Purified SirT5, succinyl-peptide AMC, trypsin-coupled fluorescence. inhibition, % at 15 µM. AID 652115. hit rate 1.1% among 330,000; in the data active = inhibition above about 15%; inconclusive = no clear call, values can overlap the other calls
# Target sequence (Q9NXA8 whole entry, looked up): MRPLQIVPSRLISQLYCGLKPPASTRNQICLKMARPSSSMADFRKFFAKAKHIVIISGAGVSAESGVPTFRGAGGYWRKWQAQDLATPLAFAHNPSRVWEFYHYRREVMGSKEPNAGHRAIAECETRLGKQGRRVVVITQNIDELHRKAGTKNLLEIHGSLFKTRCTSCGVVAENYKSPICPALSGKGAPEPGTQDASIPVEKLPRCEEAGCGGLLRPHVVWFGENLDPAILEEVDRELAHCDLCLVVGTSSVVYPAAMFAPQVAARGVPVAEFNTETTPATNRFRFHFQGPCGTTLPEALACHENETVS
# An asterisk follows results filed as active; ? = inconclusive; · = not tested or not shown.
entry	Compound	Casp6 inh	S100A4 MyoIIA	LGR2 inh	FN deposit inh
1	C[C@@H]1CN([C@H](C)CO)S(=O)(=O)c2ccc(-c3ccccc3)cc2O[C@@H]1CN(C)C(=O)c1ccccc1F	·	·	9.3	-2.9
2	CN1c2ccc(-c3cccc(F)c3)cc2[C@H]2[C@H](CCN2C(=O)C2CCCC2)[C@H]1CO	·	-31.8	11.9	-3.5
3	CN1CCN(C(=O)C[C@@H]2CC[C@@H]3[C@H](COC[C@H](O)CN3CC3CC3)O2)CC1	-86.9	-3.4	-3.7	-6.0
4	COc1cccc(C(=O)Nc2ccc3c(c2)OC[C@H](C)N(C)C[C@@H](C)[C@@H](OC)CN(C)C3=O)c1	0.1	-5.7	0.2	-11.4
5	COc1ccc(C(=O)NCc2c(C)oc(C)c2C(=O)O)cc1	-2.1	-5.6	0.3	-5.6
6	O=C1Nc2ccccc2C1(O)Cc1ccccn1 (stereo not given)	0.2	-4.2	5.7	·
7	CC12CCC(C/C1=N\OC(=O)c1c(F)cccc1F)C2(C)C (stereo not given)	4.1	-26.8	2.2	0.6
8	Cc1ccc(C(=O)Nc2cccnc2)cc1C	-3.7	0.9	-23.4	11.7

entry	C2C12 statin	esBAF inh	SIRT5 inh
1	-68.6	9.5	·
2	32.6	-2.7	-13.0
3	1.3	-1.3	-0.3
4	-12.5	-2.5	0.3
5	-7.3	-3.2	-5.3
6	2.7	-9.2	-1.5
7	-3.9	-3.3	-4.5
8	-44.8	46.2*	1.6

# The listing continues:
entry	Compound	Casp6 inh	S100A4 MyoIIA	LGR2 inh	FN deposit inh
9	CC(SCC(=O)Nc1ccccc1Br)c1nc2ccccc2c(=O)[nH]1 (stereo not given)	-2.1	-1.1	-32.2	2.8
10	CCCC1S/C(=N/N=C/c2ccc(C)cc2)N(Cc2ccc(OC)cc2)C1=O (stereo not given)	·	·	·	9.5
11	CN1CCN(C(=O)CCc2nnc3ccc(N4CCC5(CC4)OCCO5)nn23)CC1	-8.5	1.0	8.8	19.9
12	CCC(=O)C1CCCN(C(=O)c2ccc(OC)c(OC3CCN(C(C)=O)CC3)c2)C1 (stereo not given)	1.5	3.8	2.7	-0.2
13	COc1ccccc1S(=O)(=O)N(C)C[C@@H]1OCc2ccccc2-c2ccccc2C(=O)N([C@H](C)CO)C[C@@H]1C	0.8	2.4	-0.9	-8.6
14	Cc1ccc(C)c(NC(=S)N(C2CCCCC2)C(C)c2cccnc2)c1 (stereo not given)	-1.9	3.1	-1.3	-0.4
15	COCCCn1c(=O)c2sccc2n2c(CCCC(=O)NCC3CCCO3)nnc12 (stereo not given)	1.0	-1.4	10.7	-0.5
16	C[C@H]1CN([C@@H](C)CO)C(=O)c2cc(C#CCc3ccccc3)cnc2O[C@@H]1CN(C)C(=O)C1CCC1	-1.8	-2.4	-2.2	·

entry	C2C12 statin	esBAF inh	SIRT5 inh
9	3.2	2.2	1.2
10	4.1	-1.9	·
11	-0.1	-1.1	-1.5
12	2.0	-4.7	-2.0
13	1.1	1.8	-0.4
14	-4.1	-6.8	-5.6
15	11.7	-1.0	3.4
16	·	·	7.9

# The listing continues:
entry	Compound	Casp6 inh	S100A4 MyoIIA	LGR2 inh	FN deposit inh
17	Cc1cccc(Nc2nc(N3CCN(C)CC3)nc(N)c2[N+](=O)[O-])c1	3.9	-3.7	·	6.1
18	CCOc1ccc(CCNC(=O)COC(=O)C2CC2)cc1OCC	5.6	-3.0	-2.0	-6.4
19	CCCNC(=O)C[C@@H]1CC[C@H]2[C@@H](COc3ccc(NC(=O)Cc4ccccc4)cc3C(=O)N2C)O1	-0.7	1.0	1.3	-14.2
20	C[C@@H]1CN([C@@H](C)CO)C(=O)c2cc(NC(=O)Nc3ccc(C(F)(F)F)cc3)ccc2O[C@H]1CN(C)Cc1ccc(C(=O)Nc2ccccc2N)cc1	-0.2	5.9	13.6	·
21	CCC(C(=O)NC1CCCCC1)N(C(=O)c1snc(C(N)=O)c1N)c1ccc(OC)cc1OC (stereo not given)	4.0	-2.1	-14.0	-13.4
22	O=C(Nn1c(C2CCC2)nc2ccccc2c1=O)C1CCC1	·	·	1.6	2.5
23	COC(=O)[C@H]1C[C@H](O)CN1S(=O)(=O)c1ccc(Br)cc1F	-0.8	-2.0	2.7	2.2
24	CCCCN(CC)CCNC(=O)c1cc2c(-c3ccccc3F)nn(C)c2s1	-1.7	-8.0	18.5	-0.8

entry	C2C12 statin	esBAF inh	SIRT5 inh
17	·	·	1.1
18	·	·	-0.3
19	-9.3	2.6	-7.9
20	48.7	-9.2	4.3
21	-56.9	-1.7	-0.9
22	84.8*	-4.1	·
23	4.7	1.2	1.5
24	-8.4	-6.6	-18.6

# Additional compounds.
entry	Compound	Casp6 inh	S100A4 MyoIIA	LGR2 inh	FN deposit inh
25	CCOC(=O)c1c(-c2ccccc2)c2cc(OC)ccc2n1CCCN(C)C	0.1	-2.3	-0.8	6.7
26	Cc1ccc(N(C(=O)c2csnn2)C(C(=O)NC2CCCCC2)c2cccnc2)c(C)c1 (stereo not given)	-1.7	3.1	3.5	8.4
27	Cc1csc(NC(=O)CSc2nnc(C)c(=O)n2N)n1	-1.3	10.6	10.2	3.1
28	C=CCn1c(CCNC(=O)c2ccc(Cl)c(Cl)c2)nnc1SCCOc1ccc(OC)cc1	3.3	2.4	·	·
29	CCC(C)N(C(=O)c1csnn1)C(C(=O)NCc1ccc(F)cc1)c1ccccc1 (stereo not given)	1.7	1.1	3.5	-7.0
30	COCCNS(=O)(=O)c1cc(C(=O)O)ccc1OC	-0.8	0.8	7.8	4.9
31	COC(=O)C[C@@H]1C=C[C@H](NS(=O)(=O)c2cccc(F)c2)[C@@H](CO)O1	3.7	-0.3	-3.5	5.1
32	C[C@@H]1CN([C@H](C)CO)C(=O)c2cc(NS(=O)(=O)c3cccs3)ccc2O[C@@H](C)CCCCO[C@@H]1CN(C)S(=O)(=O)c1ccc(F)cc1	-2.9	-15.7	-23.3	·

entry	C2C12 statin	esBAF inh	SIRT5 inh
25	-6.4	-3.3	-6.7
26	4.9	-0.1	-3.9
27	4.3	-7.2	-1.7
28	56.8	-2.1	6.0
29	?	-2.5	-3.5
30	·	·	-3.0
31	·	·	·
32	·	7.6	9.7

# Going on with the list:
entry	Compound	Casp6 inh	S100A4 MyoIIA	LGR2 inh	FN deposit inh
33	O=C(COC(=O)c1cc(S(=O)(=O)N2CCOCC2)ccc1F)NC1CCCCC1	0.0	-0.2	-6.8	-6.1
34	O=C(NCc1ccccc1)C1CCC(CNc2c(N3CCCCC3)c(=O)c2=O)CC1 (stereo not given)	1.7	0.5	17.7	-0.9
35	COc1ccccc1CCNC(=O)C(=O)NCC1OCCCN1S(=O)(=O)c1ccc(F)cc1C (stereo not given)	0.2	0.9	4.2	-1.6
36	Cc1noc(C)c1NC(=O)Nc1ccc2c(c1)CC(=O)N([C@H](C)CO)C[C@@H](C)[C@@H](CN(C)Cc1ccncc1)O2	-0.7	19.0	-7.6	·
37	COc1ccc(C#Cc2c(-c3ccsc3)oc3ccc(-c4cc(OC)c(OC)c(OC)c4)cc23)cc1	-0.1	-0.2	15.9	-6.2
38	CCOC(=O)c1ccc(NC(=O)c2nc[nH]c2C(=O)N2CCC(C)CC2)cc1	-0.6	22.2	2.0	1.2
39	Cc1ccnc(NS(=O)(=O)c2ccc(NC(=O)c3cccc(Cl)c3)cc2)n1	1.1	0.3	21.1	-10.7
40	O=C(CC1CC1)Nc1ccc2c(c1)[C@@H]1C[C@@H](CC(=O)N3CCCCC3)O[C@@H](CO)[C@@H]1O2	1.7	-3.7	-7.8	-14.2

entry	C2C12 statin	esBAF inh	SIRT5 inh
33	2.9	6.0	0.5
34	10.9	-1.5	0.9
35	10.6	-0.9	-2.2
36	-0.7	-2.3	-1.5
37	-1.5	2.9	·
38	4.0	0.9	·
39	-6.8	4.1	-3.0
40	2.2	2.0	3.1

# Next section
entry	Compound	Casp6 inh	S100A4 MyoIIA	LGR2 inh	FN deposit inh
41	C[C@H](CO)N1C[C@H](C)[C@@H](CN(C)Cc2ccccc2)Oc2ccc(NS(=O)(=O)c3cccs3)cc2C1=O	-2.3	-7.5	2.7	·
42	C[C@H]1CN([C@@H](C)CO)C(=O)Cc2cc(NC(=O)Cn3cnnn3)ccc2O[C@H]1CN(C)S(=O)(=O)c1ccc(Cl)cc1	3.9	-1.4	0.5	-3.5
43	CC1CC(C)CN(C(=O)C2CC(=O)N(c3ccc4c(c3)OCCO4)C2)C1 (stereo not given)	-2.0	0.5	-10.5	-7.5
44	O=C(C[C@H]1CC[C@H]2[C@@H](COC[C@@H](O)CN2Cc2ccccc2F)O1)N[C@H]1CCN(Cc2ccccc2)C1	2.8	20.2	4.5	-3.7
45	CC(=O)NCC(=O)N1CCCC(C(=O)c2ccc(Oc3ccccc3)cc2)C1 (stereo not given)	·	-6.9	15.7	6.4
46	COc1ccc(CCNC(=O)c2ccc([N+](=O)[O-])cc2)cc1	-2.3	-6.2	4.2	-11.4
47	CCN1CCN(/C=N/c2nc3c(s2)CCCC3)CC1	-3.1	2.8	80.0*	·
48	COc1ccc(C)cc1S(=O)(=O)N(CC(=O)Nc1ccc2c(c1)OCCO2)Cc1ccccc1	0.1	-3.8	3.3	·

entry	C2C12 statin	esBAF inh	SIRT5 inh
41	8.0	0.0	-4.1
42	-32.3	3.1	-4.0
43	7.5	1.7	-2.3
44	17.3	-1.6	-3.0
45	4.4	6.7	-1.3
46	·	·	-3.5
47	16.1	-66.0	-0.6
48	·	·	1.3

# Values by screen from the entries so far.
# Nos. 43–48 in S100A4 MyoIIA: 0.5, 20.2, -6.9, -6.2, 2.8, -3.8

# 4 compounds already listed, sorted by molar mass, low to high.
entry	Compound	Casp6 inh	S100A4 MyoIIA	LGR2 inh	FN deposit inh
43	CC1CC(C)CN(C(=O)C2CC(=O)N(c3ccc4c(c3)OCCO4)C2)C1 (stereo not given)	-2.0	0.5	-10.5	-7.5
48	COc1ccc(C)cc1S(=O)(=O)N(CC(=O)Nc1ccc2c(c1)OCCO2)Cc1ccccc1	0.1	-3.8	3.3	·
44	O=C(C[C@H]1CC[C@H]2[C@@H](COC[C@@H](O)CN2Cc2ccccc2F)O1)N[C@H]1CCN(Cc2ccccc2)C1	2.8	20.2	4.5	-3.7
42	C[C@H]1CN([C@@H](C)CO)C(=O)Cc2cc(NC(=O)Cn3cnnn3)ccc2O[C@H]1CN(C)S(=O)(=O)c1ccc(Cl)cc1	3.9	-1.4	0.5	-3.5

entry	C2C12 statin	esBAF inh	SIRT5 inh
43	7.5	1.7	-2.3
48	·	·	1.3
44	17.3	-1.6	-3.0
42	-32.3	3.1	-4.0

# Next compounds
entry	Compound	Casp6 inh	S100A4 MyoIIA	LGR2 inh	FN deposit inh
49	CO[C@H]1CN(C)C(=O)c2cc(NS(C)(=O)=O)ccc2OC[C@H](C)N(C(=O)CN(C)C)C[C@@H]1C	-24.6	13.4	8.0	-0.6
50	O=C(O)c1ccc(CNCc2ccccc2F)cc1	-4.5	8.1	-44.6	11.8
51	CC1(C)CC(NC(=O)COc2ccccc2Cl)CC(C)(C)N1	-8.8	-16.1	-2.5	3.2
52	CCCCCCCCN1C(=O)[C@H](CC(=O)NCc2ccc(OC)c(OC)c2)C[C@@]2(C(=O)OCC)CCC=C12	6.8	-3.1	-14.2	9.1
53	C[C@@H]1CN([C@H](C)CO)C(=O)c2cc(NS(=O)(=O)c3cccs3)ccc2O[C@H]1CN(C)C(=O)Nc1ccc(C(F)(F)F)cc1	0.0	-7.8	-13.2	8.8

entry	C2C12 statin	esBAF inh	SIRT5 inh
49	-6.8	-0.8	-5.9
50	5.9	-7.9	-3.0
51	0.6	-25.9	-3.7
52	·	·	10.8
53	-38.9	0.2	-1.3

# An excerpt; count on the stated rates, not on these rows.
